Screening data from PubChem.
DNMT1 inh: inhibitors of human DNMT1; P26358; DNMT1 molecular beacon, Hinp1I cleavage, fluorescence; inhibition (reported as % activation of signal), % at 10 µM; actives 0.83% (n = 360,000); in the data active = inhibition above about 50%
Target sequence (P26358 504-1616 limits assumed): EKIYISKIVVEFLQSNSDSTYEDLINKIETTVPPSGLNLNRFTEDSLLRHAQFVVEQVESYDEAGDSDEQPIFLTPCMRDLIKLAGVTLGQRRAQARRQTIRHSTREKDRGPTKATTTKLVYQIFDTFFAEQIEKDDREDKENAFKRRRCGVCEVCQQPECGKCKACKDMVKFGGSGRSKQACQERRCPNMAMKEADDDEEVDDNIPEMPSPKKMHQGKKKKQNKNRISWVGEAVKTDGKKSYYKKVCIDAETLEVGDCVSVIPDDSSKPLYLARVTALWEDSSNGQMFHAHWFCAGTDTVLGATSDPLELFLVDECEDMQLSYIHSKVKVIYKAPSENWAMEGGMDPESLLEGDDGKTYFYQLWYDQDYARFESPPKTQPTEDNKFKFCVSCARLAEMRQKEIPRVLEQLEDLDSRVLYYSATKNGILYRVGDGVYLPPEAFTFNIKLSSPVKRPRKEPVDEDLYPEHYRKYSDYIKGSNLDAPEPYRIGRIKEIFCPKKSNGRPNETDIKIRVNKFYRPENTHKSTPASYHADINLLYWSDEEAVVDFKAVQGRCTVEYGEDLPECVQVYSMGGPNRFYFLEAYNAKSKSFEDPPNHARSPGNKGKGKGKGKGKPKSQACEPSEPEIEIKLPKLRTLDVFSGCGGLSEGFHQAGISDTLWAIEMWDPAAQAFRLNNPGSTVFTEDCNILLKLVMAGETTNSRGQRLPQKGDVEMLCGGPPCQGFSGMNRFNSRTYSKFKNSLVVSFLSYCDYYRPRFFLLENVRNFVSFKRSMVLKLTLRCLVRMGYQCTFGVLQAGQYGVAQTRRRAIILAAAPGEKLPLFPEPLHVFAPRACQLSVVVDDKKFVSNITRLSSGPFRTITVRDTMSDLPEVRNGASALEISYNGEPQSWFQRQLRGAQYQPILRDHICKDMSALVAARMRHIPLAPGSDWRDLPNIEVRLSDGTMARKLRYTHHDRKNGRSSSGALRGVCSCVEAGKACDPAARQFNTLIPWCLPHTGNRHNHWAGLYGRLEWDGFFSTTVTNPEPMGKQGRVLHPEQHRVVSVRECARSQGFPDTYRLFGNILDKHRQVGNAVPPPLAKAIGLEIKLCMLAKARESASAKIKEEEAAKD
STEP block: inhibitors of human striatal-enriched phosphatase STEP. P54829. recombinant STEP, OMFP fluorogenic substrate, fluorescence. inhibition, % at 20 µM. actives 0.25% (n = 360,000). AID 588621;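 active = inhibition at 20 µM, scaled per plate between control wells, above about 37%, limit read from the data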;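 note: 0% = DMSO with enzyme and substrate and 100% = substrate only without enzyme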
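Assay system: isolated STEP enzyme / Timing: 20 min at room temperature, dark / Doses: 20 µM, 1% DMSO / Technique: fluorescence intensity, excitation 480 nm, emission 540 nm / Reagent: fluorogenic phosphatase substrate OMFP at 25 µM final / Measure: percent inhibition scaled to no-enzyme and uninhibited-enzyme controls, plate-pattern corrected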
LMPTP block: LMPTP (human) inhibition; P24666; recombinant LMPTP-A, OMFP fluorogenic substrate, fluorescence intensity; inhibition, % at 20 µM; actives 0.22% (n = 360,000); AID 651560;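 active = compounds that cut the enzyme signal by at least half of the control window in the single-dose screen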;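 note: plate controls were DMSO wells with enzyme plus substrate for no effect and substrate without enzyme for full effect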
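material = LMPTP-A | quantity = 0.625 nM enzyme | reagent = OMFP substrate, 400 µM final | buffer or medium = Bis-Tris pH 6.0, DTT, detergent | detection = endpoint fluorescence intensity from OMFP dephosphorylation | dosing = single 20 µM dose | read-out basis = % inhibition relative to no-enzyme and uninhibited control wells | control set = no-enzyme and uninhibited controls | timing = 50 min at room temperature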
CSN inh: CSN deneddylation inhibition. Q92905. Purified CSN, SCF-Nedd8-OG deneddylation, fluorescence polarization. inhibition, % at 12.5 µM. actives 0.38% (n = 360,000);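 active = pattern-corrected inhibition above about 35%, with an unprinted fluorescence ratio check between 0.5 and 1.5, limit read from the data, passing the limit was not always enough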;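 note: 0% = enzyme with substrate and 100% = substrate without enzyme; some results filed as inactive read as strong as hits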
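Schedule: reaction 90 min, room temperature / Assay system: HEK293T-derived human Csn5 enzyme / Input: Csn5 at 0.24 nM final / Measure: inhibition of Csn5 cleavage, % / Control set: substrate-only high control, full reaction low control / Technique: fluorescence polarization of the substrate / Buffer or medium: Tris/NaCl/DTT buffer, pH 7.5 / Reagent: SCFSkp2-Nedd8OG substrate at 10 nM final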
Scp-1 inhibitor: blocks human Scp-1 phosphatase activity | Recombinant Scp1, phosphopeptide, malachite green phosphate absorbance | Q9GZU7 | actives 0.88% (n = 340,000) | AID 493091 | inhibition, % at 20 µM;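 active = inhibition above about 50% at 20 µM, limit read from the data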;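 note: plate controls were DMSO wells with enzyme for no effect and wells lacking enzyme for full effect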
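System: SCP-1 catalytic domain; Reagent: Phospho 17-mer peptide substrate; Doses: one concentration, 20 µM, with 1.0% DMSO; Incubation: 45 min room-temperature reaction, 5 min colour, 30 min stabiliser; Signal: Phosphate-binding colour reagent, absorbance read at 630 nm.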
Rpn11 inh: inhibitors of human proteasome Rpn11. human 26S proteasome, Ub4-pepOG fluorescence polarization; 20S core pre-blocked with epoxomicin. calls only at 20 µM. actives 0.59% (n = 360,000). AID 588493;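 active = inhibition at 20 µM, scaled to each plate's controls, above about 33%, limit read from the data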
SUMO1-SIM PPI: alters human SUMO1 binding to SIM partners. SUMO1 binding to a labelled peptide, TR-FRET, 1 h. inhibition, % at 20 µM. actives 0.33% (n = 360,000); in the data active = inhibition above about 37%
NadD inh: inhibitors of Staphylococcus aureus NadD; purified NadD enzyme, colorimetric absorbance read-out; inhibition, % at 20 µM; actives 0.78% (n = 360,000); in the data active = inhibition above about 26%; note: some compounds past the cut are filed as inactive
Neddyl block: inhibitors of human cullin neddylation; TR-FRET cullin neddylation, biochemical; AID 651699; actives 0.58% (n = 360,000); calls only at 25 µM; P61081+Q13564; in the data active = inhibition above about 36%
Rin1-Abl PPI inh: blocks binding of human Rin1 to Abl. actives 0.4% (n = 360,000). P00519+Q13671. TR-FRET Rin1/Abl binding, biochemical. inhibition, % at 7.35 µM; in the data active = inhibition above about 5%, passing the limit was not always enough
Numbers without * were called inactive; i = inactive; · = no result given.

The line under a structure holds: DNMT1 inh	STEP block	LMPTP block	CSN inh	Scp-1 inhibitor	Rpn11 inh	SUMO1-SIM PPI	NadD inh	Neddyl block	Rin1-Abl PPI inh
> O=C(CCCN1C(=O)/C(=C/c2ccccc2Cl)SC1=S)Nc1ccccn1
    -1.0	-0.9	2.4	-1.9	0.6	i	-18.4	-0.6	i	-0.2
> O=C(Nc1cccc2ccccc12)c1onc2c1CCCC2
    -5.0	-2.4	0.8	-0.3	-12.2	i	-2.0	-3.1	i	2.2
> COc1ccc(C(CNC(=O)c2cncc(Br)c2)N(C)C)cc1 (stereo not given)
    -2.3	-1.5	0.3	1.6	-1.4	i	-2.1	-0.5	i	-1.9
> O=C(NCC(=O)N(Cc1ccccc1)C(C(=O)NC1CCCCC1)c1ccco1)c1ccco1 (stereo not given)
    3.4	-4.2	-1.2	1.3	-12.3	i	2.3	3.5	i	-0.1
> Cc1cc(C(=O)Cn2cnc3cc([N+](=O)[O-])ccc3c2=O)c(C)n1CC1CCCO1 (stereo not given)
    -4.3	1.5	1.6	-2.5	-12.5	i	-10.8	4.0	i	-1.1
> CC1CCC(NC(=O)C2CC(=O)N(c3ccc(Cl)cc3)C2)CC1 (stereo not given)
    1.5	0.1	2.9	-5.3	-2.0	i	0.6	2.0	i	-0.8
> COc1ccc(OCc2cccc(C(=O)N3CCCC3)c2)cc1
    -2.2	-2.8	0.7	3.0	0.2	i	-1.3	-0.3	i	-4.0
> COc1ccc(/C=C/C(=O)OCC(=O)NC2CCCCCCC2)cc1
    -1.9	2.5	1.6	-1.8	-6.8	i	-5.3	-0.4	i	-0.2
> CC1CC(C)C(=NNC(N)=O)C(C(O)CC2CCC(=O)NC2=O)C1 (stereo not given)
    4.4	-3.1	-1.6	1.9	-7.7	i	0.2	-2.5	i	3.3
> COc1ccc(NC(=O)c2cccc(N3C(=O)C4C5C=CC(C5)C4C3=O)c2)cc1 (stereo not given)
    1.4	-1.9	1.0	4.7	-10.2	i	-0.1	-3.9	i	-2.5
> CCOC(=O)c1c(C)[nH]c(C(=O)N2CCN(c3ccc(OC)cc3)CC2)c1C
    -0.5	3.5	0.8	1.5	4.6	i	0.2	0.4	i	-1.6
> CC(NC(=O)CNC(=O)c1ccco1)c1ccc(S(N)(=O)=O)cc1 (stereo not given)
    1.4	1.1	-1.2	1.0	6.5	i	0.1	-2.2	i	3.7
> COc1ccc(N(CC(=O)NCCSc2ccccn2)S(C)(=O)=O)cc1Cl
    5.0	1.0	-1.8	0.3	5.2	i	1.5	-4.3	i	-0.4
> CC(=O)c1cccc(NC(=O)c2ccco2)c1
    2.1	-0.6	-1.3	2.2	1.0	i	-0.7	10.1	i	1.5
> O=[N+]([O-])c1ccc(NC(=S)N2CCOCC2)cc1
    6.8	-1.7	-3.0	-12.9	-6.7	i	-10.7	-3.3	i	-0.8
> CCOc1ccc(NC(=O)CC(C)S(=O)(=O)c2ccc3c(c2)NC(=O)CO3)cc1 (stereo not given)
    0.7	0.3	-1.4	-2.1	1.1	i	5.7	2.9	i	6.7
> O=C(Nc1cnccn1)Nc1ccccc1F
    1.0	-0.7	-1.2	4.1	-4.6	i	3.9	-0.4	i	0.0
> Cc1cc(F)ccc1S(=O)(=O)Nc1ncnc2sccc12
    1.3	2.7	2.4	-7.3	-1.3	i	7.6	13.1	i	-0.4
> CC(=O)Nc1ccc(/C(C)=N/NC(=O)CN(c2ccccc2Br)S(C)(=O)=O)cc1
    -10.6	1.3	-0.2	-18.9	-5.3	i	0.0	4.0	i	-0.4
> COc1ccccc1CC(=O)NNC(=O)CN(C)S(=O)(=O)c1ccc(Cl)cc1
    -0.5	-0.8	-0.2	5.7	-9.0	i	-0.6	-6.0	i	-1.0
> COc1cccc(CNC(=O)C2CCC(CNc3nc(=S)[nH]c4ccccc34)CC2)c1 (stereo not given)
    14.3	-2.7	1.3	2.8	-2.5	i	2.3	7.6	i	2.4
> Cc1ccc(NC(=O)CN(C)C(=O)COC(=O)c2oc3ccccc3c2C)cc1
    5.3	-3.0	0.7	1.6	-5.7	i	-1.2	-5.1	i	0.5
> CC(C)(C)OC(=O)N1CCC(NC(=O)c2ncn(Cc3ccccc3)c2C(=O)NC2CCN(C(=O)OC(C)(C)C)CC2)CC1
    -1.7	-0.4	2.8	-2.6	-10.3	i	2.7	1.1	i	0.7
> CSc1nnc(-c2sccc2OCc2ccc(C)cc2)n1C
    5.8	-1.6	0.7	0.7	-4.9	i	1.7	-1.8	i	1.1
> COc1ccc(Cn2c(=S)[nH]c3cc(C(=O)N4CCN(c5ccccc5)CC4)ccc3c2=O)cc1
    6.3	9.2	0.5	-0.5	-2.3	i	-8.1	21.4	i	0.7
> C[C@@H]1ON(C)[C@H]2C[C@H]3c4[nH]c5ccccc5c4CCN3C[C@@H]12
    -6.5	1.6	-0.6	0.1	·	i	0.5	0.4	i	2.2
> COc1ccc(C(=O)NC(=S)Nc2ccc(NC(=O)c3ccco3)cc2)cc1[N+](=O)[O-]
    18.2	1.3	22.9	-0.9	-2.1	i	-0.4	3.2	i	-1.1
> O=C(Nc1ccc(C(=O)N2CCCC2)cc1)c1ccccc1F
    1.7	-2.6	-1.2	-0.2	-4.3	i	1.5	-3.8	i	-1.0
> CN(Cc1ccccn1)Cc1cn(Cc2ccccc2)nc1-c1ccc2c(c1)OCO2
    -1.9	2.2	-0.1	-9.6	-5.2	i	1.0	-5.9	i	-3.4
> O=C(c1cc2n(n1)C(C(F)(F)F)CC(c1ccco1)N2)N1CCN(c2ccccn2)CC1 (stereo not given)
    -2.3	-3.4	1.2	5.2	-2.2	i	-0.1	1.4	i	1.1

The line under a structure holds: DNMT1 inh	STEP block	LMPTP block	CSN inh	Scp-1 inhibitor	Rpn11 inh	SUMO1-SIM PPI	NadD inh	Neddyl block	Rin1-Abl PPI inh
> CCC(C)(C)NC(=O)CN(C(=O)CCC(=O)Nc1cc(C)ccn1)c1ccc2c(c1)OCCO2
    -0.3	-3.7	0.8	3.9	-0.8	i	-3.4	-8.6	i	0.8
> O=C(COC(=O)c1ccncc1)c1ccc(Br)cc1
    -2.9	2.2	-1.6	1.6	-8.6	i	0.3	-3.7	i	2.7
> COc1ccc(C(=O)NC2CCCN(Cc3ccc(Cl)cc3)C2)c(OC)c1 (stereo not given)
    -3.1	-0.6	1.0	2.3	-4.7	i	2.8	2.8	i	-1.1
> CCSc1ccc([C@@H]2[C@@H]3C(=O)N(CC)C(=O)[C@@H]3[C@]3(C(=O)OC)CCCN23)cc1
    -3.6	0.4	-1.0	-3.5	-4.4	i	-0.8	-8.9	i	1.2
> CC(C)c1ccc(NCCC(=O)c2cccs2)cc1
    -1.2	2.6	0.4	-6.3	-6.7	i	-2.7	-1.5	i	2.2
> O=C(Nc1ccccc1)Nc1ccc(Br)cc1F
    0.9	-1.0	0.4	8.6	-6.8	i	1.2	-9.5	i	3.5
> CCOc1ccc(Cl)cc1/C=N/O
    -0.8	0.4	-1.2	5.2	-3.8	i	0.6	3.8	i	6.3
> Cc1ccc(OCc2nnc(-c3ccc(Cl)cc3)o2)cc1
    10.4	-1.6	0.2	2.9	-3.8	i	0.6	-7.0	i	-1.7
> CC1(C(=O)NCC2CC2)C=CC2(CCCCC2)N1C(=O)c1ccccc1 (stereo not given)
    6.2	-0.6	-1.5	1.6	-5.9	i	-47.5	-2.1	i	-1.2
> O=Cc1cn(-c2ccccc2)nc1-c1ccccn1
    -0.7	-1.3	-1.0	-4.0	-0.8	i	-2.8	-0.6	i	-1.2
> COc1ccc(-c2ccc(CN3C(C(C)C)C(=O)N(Cc4cn(CCC5OCCO5)nn4)CCS3(=O)=O)cc2)cc1 (stereo not given)
    -7.0	0.2	1.7	1.9	·	i	4.1	-8.4	i	-0.7
> COC(=O)c1cc(OC)c(OC)cc1NC(=S)Nc1cc(Cl)ccc1OC
    0.3	-3.9	1.4	-2.5	0.1	i	-1.3	-3.8	i	0.4
> O=C(NCCc1ccncc1)Nc1ccc(F)cc1
    2.3	-2.4	0.2	1.5	-4.0	i	0.5	0.2	i	2.8
> CCN(c1ccccc1)S(=O)(=O)c1ccc(OCC(=O)Nc2cc(C)on2)cc1
    -2.3	-7.3	-1.2	-4.0	-20.7	i	-1.1	-1.0	i	2.1
> CC(=O)c1ccc(NC(=O)Nc2ccc(S(=O)(=O)N3CCCC3)cc2)cc1
    -1.0	-1.8	0.8	-0.7	-4.5	i	4.6	-0.8	i	15.4*
> Cc1ccccc1-n1nnnc1SCC(N)=O
    2.1	-1.0	-0.4	-2.3	-0.5	i	4.9	2.4	i	1.1
> COc1ccc(OC)c(NC(=O)C2CCN(S(=O)(=O)c3cccs3)CC2)c1
    -6.3	-0.8	0.2	-10.1	0.2	i	-0.8	-9.3	i	1.2
> O=C(CSc1nnnn1-c1ccc(Cl)cc1)NNC(=O)c1ccc([N+](=O)[O-])cc1
    4.0	2.5	-1.1	1.7	-6.5	i	-15.8	-5.0	i	-1.1

Of the compounds above, 4 have an NH in an aromatic ring.
The line under a structure holds: DNMT1 inh	STEP block	LMPTP block	CSN inh	Scp-1 inhibitor	Rpn11 inh	SUMO1-SIM PPI	NadD inh	Neddyl block	Rin1-Abl PPI inh
> CCOC(=O)c1c(C)[nH]c(C(=O)N2CCN(c3ccc(OC)cc3)CC2)c1C
    -0.5	3.5	0.8	1.5	4.6	i	0.2	0.4	i	-1.6
> COc1cccc(CNC(=O)C2CCC(CNc3nc(=S)[nH]c4ccccc34)CC2)c1 (stereo not given)
    14.3	-2.7	1.3	2.8	-2.5	i	2.3	7.6	i	2.4
> COc1ccc(Cn2c(=S)[nH]c3cc(C(=O)N4CCN(c5ccccc5)CC4)ccc3c2=O)cc1
    6.3	9.2	0.5	-0.5	-2.3	i	-8.1	21.4	i	0.7
> C[C@@H]1ON(C)[C@H]2C[C@H]3c4[nH]c5ccccc5c4CCN3C[C@@H]12
    -6.5	1.6	-0.6	0.1	·	i	0.5	0.4	i	2.2
